# Mtb UGM inh: Mtb UDP-galactopyranose mutase inhibition; P9WIQ1; purified UGM, fluorescence polarization probe displacement; inhibition, % at 10 µM; actives 0.06% (n = 320,000); in the data active means inhibition above about 10%, passing the limit was not always enough; inconclusive means no clear call, values can overlap the other calls
# FBA Mtb inh: inhibits M. tuberculosis FBA enzyme; actives 2.3% (n = 360,000); P9WQA3; inhibition, % at 1 µM; purified M. tuberculosis FBA, fluorescence read-out; AID 588726; in the data active means inhibition above about 27%;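 further: 0% = vehicle and 100% = reference inhibitor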
# BoNT A protease: blocks Botulinum neurotoxin A light chain protease; multiplex microsphere protease substrate cleavage, flow cytometry; inhibition, % at 10 µM; actives 0.17% (n = 360,000); further: plate controls were buffer without enzyme for full effect and enzyme alone for no effect
# GDH-TPI inh: inhibits GDH-TPI coupling enzymes, artifact for Mtb FBA screen | GDH-TPI coupled enzyme counterscreen, NADH absorbance | inhibition, % at 4.8 µM | actives 1.2% (n = 360,000); in the data active means inhibition above about 30%;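 further: 0% = DMSO wells and 100% = wells lacking the enzyme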
# FadD28 FP inh: M. tuberculosis FadD28 bisubstrate binding inhibition; AID 588549; inhibition, % at 12.5 µM; FadD28 bisubstrate probe binding, fluorescence polarization; actives 0.22% (n = 360,000); in the data active means inhibition above about 8.5%, passing the limit was not always enough; inconclusive means no clear call, values can overlap the other calls
# BoNT-F LC inh: inhibitors of Botulinum neurotoxin F light chain protease | inhibition, % at 10 µM | actives 0.22% (n = 360,000) | Multiplex microsphere protease cleavage assay, flow cytometry; in the data active means inhibition above about 35%, passing the limit was not always enough; inconclusive means no clear call, values can overlap the other calls; further: plate controls were buffer without enzyme for full effect and enzyme alone for no effect
# Anthrax LF inh2: inhibitors of Bacillus anthracis lethal factor protease; multiplex microsphere protease cleavage assay, LF; P15917; AID 588501; inhibition, % at 10 µM; actives 0.12% (n = 360,000); further: plate controls were buffer without enzyme for full effect and enzyme alone for no effect
# Target sequence (P15917 whole entry, looked up): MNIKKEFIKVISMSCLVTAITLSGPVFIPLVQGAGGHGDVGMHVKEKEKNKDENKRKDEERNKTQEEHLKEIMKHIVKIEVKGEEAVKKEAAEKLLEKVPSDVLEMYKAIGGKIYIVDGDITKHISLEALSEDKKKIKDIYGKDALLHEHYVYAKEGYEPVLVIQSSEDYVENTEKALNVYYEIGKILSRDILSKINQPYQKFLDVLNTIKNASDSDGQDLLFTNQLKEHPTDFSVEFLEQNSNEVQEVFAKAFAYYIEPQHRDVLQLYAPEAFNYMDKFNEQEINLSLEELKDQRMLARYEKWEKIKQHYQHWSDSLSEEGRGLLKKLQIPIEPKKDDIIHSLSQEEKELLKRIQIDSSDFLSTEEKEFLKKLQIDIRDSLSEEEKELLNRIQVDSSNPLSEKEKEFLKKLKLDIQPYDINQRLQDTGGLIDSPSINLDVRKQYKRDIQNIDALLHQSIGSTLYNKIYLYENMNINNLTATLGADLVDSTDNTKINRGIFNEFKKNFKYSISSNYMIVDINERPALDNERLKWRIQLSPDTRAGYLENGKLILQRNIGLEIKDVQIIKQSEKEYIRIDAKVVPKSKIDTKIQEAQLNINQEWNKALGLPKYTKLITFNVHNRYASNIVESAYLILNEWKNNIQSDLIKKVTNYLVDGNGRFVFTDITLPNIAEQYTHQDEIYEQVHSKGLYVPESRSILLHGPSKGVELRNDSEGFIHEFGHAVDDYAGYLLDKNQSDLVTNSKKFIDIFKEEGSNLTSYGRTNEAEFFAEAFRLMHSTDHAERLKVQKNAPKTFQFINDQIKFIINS
# PfHsp40 rescue: restores yeast growth despite PfHsp40 toxicity; growth rescue, % at 12.5 µM; actives 0.68% (n = 340,000); AID 504582; S. cerevisiae expressing PfHsp40, growth rescue, ATP luminescence; in the data active means growth rescue above about 28%, passing the limit was not always enough; inconclusive means no clear call, values can overlap the other calls;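 further: yeast W303a lacking pdr1 and pdr3 grown in galactose medium; growth measured after three days at 30 °C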
# Mtb BioA inh: BioA (M. tuberculosis) enzyme inhibition; inhibition, % at 9.99 µM; actives 0.096% (n = 360,000); purified M. tuberculosis BioA enzyme, plate reader; AID 602481; in the data active means inhibition above about 40%; inconclusive means no clear call, values can overlap the other calls
# The depositor's hits bear a star; ? = inconclusive; . = no result given; & = joins results of further samples. Unless noted, no stated cut-off is given here; in the data, active means inhibition above about 30%; inconclusive means no clear call, values can overlap the other calls; inactive means below that.
SMILES,Mtb UGM inh,FBA Mtb inh,BoNT A protease,GDH-TPI inh,FadD28 FP inh,BoNT-F LC inh,Anthrax LF inh2,PfHsp40 rescue,Mtb BioA inh
CN1CCN(c2ncnc(Cl)c2N)CC1,.,-1,-1.5,-6,0.5,-6,-7,0.3,0.2
CC(=O)C[C@H]1c2cc(C(F)(F)F)ccc2S(=O)(=O)N1C1CCCC1,0.1,1,0.5,9,-1.4,-9,12,0.5,3.0
CCN(Cc1ccncc1)C(=O)c1ccccc1NS(=O)(=O)c1ccc(Br)cc1,1.6,-8,0.0,-1,-2.5,-5,-1,1.5,.
O=C(COC(=O)c1ccccc1C(=O)c1ccc(Cl)cc1)NCCc1ccccc1,2.4,-3,-0.2,1,0.0,-2,2,16,-0.3
CN1CCC(NC(=O)Nc2ccc(Br)cc2)CC1,-1.6,0,-0.4,-2,-4.3,-4,6,-0.8,.
NS(=O)(=O)c1ccc(CCNC(=O)CN2CCC(Cc3ccccc3)CC2)cc1,0.5,0,-1.4,-1,-0.4,-3,-2,-0.6,.
C=CCn1c(=N)n(CC(O)COc2ccccc2OC)c2ccccc21 (configuration not stated),0.3,3,-0.1,9,1.7,5,6,-0.9,0.3
O=C(Nc1cccc(-c2cccc(Cl)c2)c1)C1CCN(Cc2ccon2)CC1,-0.3,-2,1.0,6,-9.2,3,2,0.2,7.7
Cc1ccc(C(=O)C(NC(=O)c2ccco2)N2CCOCC2)cc1 (configuration not stated),-2.5,1,-0.6,-2,-1.0,-12,-3,-0.9,-1.0
O=C(c1ccc2ncsc2c1)N1CCCC(C(F)(F)F)C1 (configuration not stated),0.0,-2,3.1,2,-2.0,8,1,-0.4,0.4
O=C(NCCNC(=O)c1ccccc1[N+](=O)[O-])c1ccccc1[N+](=O)[O-],1.8,2,-0.8,-14,-2.0,?,0,0.3,0.1
O=C(Cn1cc(C(F)(F)F)cc(Cl)c1=O)NCc1ccc(Cl)cc1Cl,0.1,0,-0.4,4,.,2,1,1.2,-0.3
c1ccc(C(NCCNC(c2ccccc2)c2ccccc2)c2ccccc2)cc1,1.8,-2,-0.8,1,-3.9,-23,-9,-0.5,-0.1
Cc1ncc(CO)c(CO)c1OCC(O)CN1CCN(c2ccc(F)cc2)CC1 (configuration not stated),.,-1,-0.2,.,-3.2,5,2,.,.
COc1cc2c(cc1OC)C13CCN4CC5=CCOC6CC(=O)N2C1C6C5C3C4 (configuration not stated) (tested in a mixture with another compound),.,-1,-0.3,3,-0.6,2,-1,1.4,-0.3
COC(=O)c1ccc(NC(=O)CCc2nnc3ccc(NCc4ccco4)nn23)cc1,-0.2,-2,3.1,13,-2.9,-5,5,4.5,2.0
Cc1ccc(N(CC(=O)NCc2cccs2)S(=O)(=O)c2cccs2)cc1,1.5,-3,0.9,6,0.6,-7,0,-0.9,-3.4
COc1cc(/C=C2/SC(=S)N(C)C2=O)ccc1OC(=O)c1ccco1,-1.5,-4,7.4,-7,-2.4,0,3,-1.1,.
O=C(/C=C/c1ccc(F)cc1)NCc1ccco1,1.1,0,0.0,6,0.4,3,-1,-1.0,.
Cc1onc(-c2ccccc2)c1C(=O)N1CCCC1,-5.6,-2,0.1,-8,-3.4,3,-1,2.9,-1.9
CC1CCCCN1S(=O)(=O)c1cn(C)c(=O)n(C)c1=O (configuration not stated),-1.1,2,-0.8,5,0.4,-1,-6,-0.1,-0.2
CCOC(=O)C1C(=O)NC(c2ccccc2)=NC1c1ccccc1 (configuration not stated),0.4,3,-0.2,7,-1.0,1,-3,-0.9,-1.3
CN1CCN(S(=O)(=O)c2ccc(CNC(=O)c3ccccc3)s2)CC1,0.7,1,-3.5,-1,-0.1,0,-10,-0.7,-1.2
Cc1ccc(N2C(=O)c3cccc4c([N+](=O)[O-])ccc(c34)C2=O)c2cccnc12,0.4,2,-0.9,4,0.0,-2,-4,3.3,-1.3
COc1ccc(-c2onc3ccc(Cl)cc23)cc1,0.3,-5,-0.2,6,-0.7,0,-1,0.9,-1.6

# Part of the list above in order of SMILES length, high to low:
SMILES,Mtb UGM inh,FBA Mtb inh,BoNT A protease,GDH-TPI inh,FadD28 FP inh,BoNT-F LC inh,Anthrax LF inh2,PfHsp40 rescue,Mtb BioA inh
Cc1ncc(CO)c(CO)c1OCC(O)CN1CCN(c2ccc(F)cc2)CC1 (configuration not stated),.,-1,-0.2,.,-3.2,5,2,.,.
Cc1ccc(C(=O)C(NC(=O)c2ccco2)N2CCOCC2)cc1 (configuration not stated),-2.5,1,-0.6,-2,-1.0,-12,-3,-0.9,-1.0
CC1CCCCN1S(=O)(=O)c1cn(C)c(=O)n(C)c1=O (configuration not stated),-1.1,2,-0.8,5,0.4,-1,-6,-0.1,-0.2
O=C(c1ccc2ncsc2c1)N1CCCC(C(F)(F)F)C1 (configuration not stated),0.0,-2,3.1,2,-2.0,8,1,-0.4,0.4
CN1CCC(NC(=O)Nc2ccc(Br)cc2)CC1,-1.6,0,-0.4,-2,-4.3,-4,6,-0.8,.

# The listing continues.
SMILES,Mtb UGM inh,FBA Mtb inh,BoNT A protease,GDH-TPI inh,FadD28 FP inh,BoNT-F LC inh,Anthrax LF inh2,PfHsp40 rescue,Mtb BioA inh
Cc1ccc(OCc2cc(C(=O)N3CCc4sccc4C3)no2)cc1C,1.1,1,-0.5,-3,1.2,-1,0,1.6,-0.9
CN(C)C(CNC(=O)c1cc(S(=O)(=O)N2CCOCC2)ccc1F)c1cccs1 (configuration not stated),-2.0,0,1.4,3,-2.6,-18,-10,0.6,-0.8
O=C(COC(=O)c1cc2ccccc2oc1=O)Nc1cccc(Br)c1,3.2,0,.,-2,-3.2,.,.,-0.3,1.1
COc1cc(-n2c(C)nc3cc(C(=O)O)ccc32)cc(OC)c1OC,0.2,0,-0.7,-3,-4.4,4,-1,0.0,-0.3
CCc1cccc(NC(=O)CSc2nc(C)cs2)c1,.,3,-0.1,-4,-0.5,0,-7,.,-1.3
Cc1cc(N2CCCC2)n2nc(C)nc2n1,-1.1,0,-0.1,8,-2.7,-2,0,-0.4,-0.8
c1ccc(N2CCN(C3CCSC3)CC2)cc1 (configuration not stated),-4.1,2,-0.3,5,1.6,-12,-5,0.6,-5.4
CCO[C@H]1OC(C(=O)NCc2nc3ccccc3[nH]2)=C[C@@H](c2ccccc2)[C@@H]1CCCO,-0.5,-1,-1.5,-4,-0.7,-8,2,-0.3,4.8
O=C(N/N=C/c1cccc(Oc2ccccc2)c1)c1ccncc1,-6.3,-2,-1.3,10,-10,-1,7,0.8,.
C[C@H]1CCCCO[C@H](CN(C)C(=O)Nc2ccc(F)cc2)[C@@H](C)CN([C@@H](C)CO)C(=O)c2cc(NC(=O)Nc3ccc4c(c3)OCO4)ccc2O1,.,-2,-0.4,-14,-5.8,-4,-7,.,-0.3&1.4
COc1ccc(CN(C)C(=O)c2ccc(NC(=O)CC3SC(N4CCCC4)=NC3=O)cc2)c(OC)c1 (configuration not stated),-0.8,-3,1.1,4,-2.1,-3,-7,-0.9,0.1
Cc1nc2c(C(F)(F)F)cccc2c2c1CCS2,0.2,24,0.1,2,-0.8,-4,-8,-1.5,.
CC(C)C[C@@H](CO)N(Cc1ccccc1)S(=O)(=O)N(Cc1ccccc1)[C@H](CO)CC(C)C,0.3,-3,-0.3,-2,-6.7,-3,-4,2.3,-2.2
COc1ccc(OC)c(/C=N/N(CCC#N)C2=NS(=O)(=O)c3ccccc32)c1,1.3,0,-4.1,-5,.,-5,7,13,-1.4
CC(C)C[C@@]12C(=O)N(c3cccc(Cl)c3)C(=O)N1[C@H](c1ccc(Br)cc1)[C@@H]1C(=O)N(C(C)(C)C)C(=O)[C@@H]12,0.6,0,-0.3,8,-0.5,-1,-1,0.9,2.0
Cc1ccc(S(=O)(=O)N2[C@@H](c3ccc(F)cc3)C(C(=O)O)=CC[C@H]2c2cccc(C)c2)cc1,4.3,1,-0.2,-1,0.2,2,1,5.5,1.3
CCc1nc2c(OCc3cccc(Cl)c3)cccn2c1N(C)C(C)=O,.,2,0.2,13,-1.8,-4,-4,.,6.0
O=C(CN1C(=O)CCS(=O)(=O)c2ccccc21)Nc1ccc(Cl)cc1,0.3,-1,1.4,2,-3.2,-3,1,-1.2,0.2
Cc1ccc(S(=O)(=O)NC(CC(N)=O)C(=O)O)cc1 (configuration not stated),-0.6,3,-0.2,7,0.9,-4,-7,0.0,-0.5
CCOCCCNC(=O)C(c1ccc(C)cc1)N(Cc1cccs1)C(=O)c1ccccc1O (configuration not stated),2.2,2,-0.5,1,-2.7,-6,-4,-0.5,.
CS(=O)(=O)N1CCCCC1c1cc(C(=O)NCc2ccc(F)cc2)no1 (configuration not stated),.,-3,0.0,3,-0.5,0,2,.,-0.3
O=C(CC1C(=O)NCCN1C/C=C/c1ccccc1)NCCCC1CCCC1 (configuration not stated),2.0,3,-0.9,0,-1.4,-10,-2,0.6,-2.3
CCOC(=O)c1cnc(-n2nc(C)cc2C)nc1Nc1ccc(C)cc1,.,1,?,11,-1.6,-6,-12,-2.3,-0.3
CC(C)CCNC(=O)CCc1nnc2ccc(N3CCC(C)CC3)nn12,-1.4,4,0.5,7,-1.7,22,-2,0.8,2.0
CCc1nnc(NC(=O)c2ccc(S(=O)(=O)N3CCCc4ccccc43)cc2)o1,4.8,1,-0.7,7,-3.2,-4,2,-1.5,.

# Later entries
SMILES,Mtb UGM inh,FBA Mtb inh,BoNT A protease,GDH-TPI inh,FadD28 FP inh,BoNT-F LC inh,Anthrax LF inh2,PfHsp40 rescue,Mtb BioA inh
Cn1c(NCc2cccc(Br)c2)nc2ccccc21,-1.1,2,0.0,-2,-3.2,-4,-4,-0.2,0.5
CC(=O)c1cccc(N(CC(=O)Nc2ccc(S(=O)(=O)N3CCCC3)cc2)S(C)(=O)=O)c1,2.4,-2,-1.1,-1,-4.2,-3,-2,0.5,11
CCOC(=O)c1sc(NC(=O)c2cccnc2)nc1C,2.9,1,-0.3,7,-3.5,2,5,-0.2,0.9
COCCNC(=O)C1Nc2ccc(OC(F)(F)F)cc2C2C=CCC12 (configuration not stated),2.4,-1,0.5,-1,-4.2,-6,-11,-0.4,-1.0
Cn1ncc(N=Cc2ccc([N+](=O)[O-])cc2)c1C(=O)N1CCOCC1,-0.7,-2,-0.8,2,-2.1,-6,-4,-0.1,-2.2
CCc1ccc(NC(=O)C2CCC(CNC(=O)[C@@H]3Cc4ccccc4CN3)CC2)cc1 (some centres not stated),0.7,1,-1.0,-4,-0.5,-6,0,0.0,-1.6
CS(=O)(=O)c1ccc(Cl)c(NC(=O)COC(=O)CCN2C(=O)C3CC=CCC3C2=O)c1 (configuration not stated),.,-2,0.0,10,0.1,0,-4,-0.7,-1.6
COc1cc(/C=C2/C(=O)NN(c3cccc(C)c3)C2=O)cc([N+](=O)[O-])c1O,4.1,-6,-1.2,5,?,-8,-8,1.6,.
COc1cccc(Nc2nc(C(N)Cc3ccc(Cl)cc3)cs2)n1 (configuration not stated),.,-2,-0.7,4,-15,-25,-5,.,0.4
COc1ccc(NC(=O)Nc2nccs2)cc1,-1.3,2,0.1,5,-1.7,-2,1,-1.6,1.5
CC(C)c1ccccc1NC(=O)CC1(CC(=O)O)CCCC1,3.2,3,.,10,-1.7,.,.,-1.2,.
CSCC[C@H](NC(=O)OC(C)(C)C)c1nnc(SCC(=O)Nc2c(C)cccc2C)o1,2.5,2,1.2,8,0.5,1,-2,0.7,-2.5
O=C(CCn1cnnn1)Nc1ccc(F)cc1,0.4,-2,-0.7,3,-0.1,3,0,-0.9,.
O=C1Cc2cc(S(=O)(=O)NCc3ccc(F)cc3)ccc2N1,1.0,0,0.2,-8,-1.1,0,-6,0.9,.
CC(=O)Nc1ccc(NC(=O)c2ccccc2C)cc1,-1.4,0,0.5,0,1.2,-2,-2,-0.5,-1.5
CCCc1nc2ccccc2c(C(=O)OCC(=O)Nc2ccc(S(=O)(=O)N3CCOCC3)cc2)c1CC,-1.5,-3,-0.3,0,-1.6,-12,-3,0.3,-1.7
O=C(Oc1ccccc1)c1ccccc1,.,1,0.3,3,2.8,-2,-2,-0.4,-1.8
Cc1cc(C(=O)N/N=C/C=C/c2ccccc2)c(C)o1,-1.0,-2,-0.7,32*,-1.2,-7,-2,0.6,.
c1ccc2c(c1)C(=Nn1cnnc1)c1ccccc1-2,2.0,3,1.6,16,0.4,4,0,1.9,0.4

# From PubChem

# Not a hit list; 4.7% or so of the library scored in one or more.
